Screens deposited in PubChem by National Center for Advancing Translational Sciences (NCATS).
Pin1 inh: inhibitors of human Pin1. Pin1 FP peptide displacement, HiFluor488, 10 min. Potency, µM (series often up to 115 µM), for the others: at the highest dose activity, negative = inhibition, actives largely listed as inhibitors. hit rate 0.009% among 390,000. AID 504891; active = well fitted inhibition curve with a large enough effect in the polarisation, with a control signal flat, not every such curve was filed as active; inconclusive = small, poorly fitted or top-dose-only effect, or effect the other way, or a change in a side signal; inactive = no such curve, though single readings can be large or run the other way; the % refers to the polarisation; also: % is scaled to controls: 0 for no effect and ±100 for the full control effect
Target sequence (Q13526 whole entry, looked up): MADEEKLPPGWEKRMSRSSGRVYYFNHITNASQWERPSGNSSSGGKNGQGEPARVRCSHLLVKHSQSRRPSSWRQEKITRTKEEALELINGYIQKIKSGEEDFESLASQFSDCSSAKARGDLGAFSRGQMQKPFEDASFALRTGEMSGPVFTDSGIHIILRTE
ALOX12 inh: inhibitors of human 12S-lipoxygenase ALOX12; purified 12hLO, xylenol orange hydroperoxide absorbance; hit rate 1.1% among 580,000; Potency, µM (titrated, usually from 108 µM), inactives show top-dose activity change, negative = inhibition, usual class: inhibitors; P18054; also: % is scaled to controls: 0 for no effect and ±100 for the full control effect
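Hydroperoxide product was detected by ferrous iron/xylenol orange as the 573 to 405 nm absorbance ratio. Arachidonic acid at 40 uM (final) was turned over for 30 min at room temperature by 150 nM human 12hLO, pH 7.0 Hepes buffer, after 15 min compound preincubation.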
ERG Ets-DNA blk: inhibitors of human ERG Ets domain-DNA interaction | fluorescence polarization, His-ERG Ets domain / labelled DNA | P11308 | hit rate 0.028% among 370,000 | Potency, µM (series often up to 76.9 µM), for inactives: at the top dose FP activity, negative = inhibition, usual class: inhibitors | AID 624246; active = well fitted inhibition curve with a large enough effect in the polarisation, with a control signal flat; inconclusive = small, poorly fitted or top-dose-only effect, or effect the other way, or a change in a side signal; inactive = no such curve, though single readings can be large or run the other way; the % refers to the polarisation;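 also: polarization taken with two DNA probes labelled with fluorescein and Texas red; % of control where 0% means no effect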
Target sequence (P11308 whole entry, looked up, the tested form may be a part): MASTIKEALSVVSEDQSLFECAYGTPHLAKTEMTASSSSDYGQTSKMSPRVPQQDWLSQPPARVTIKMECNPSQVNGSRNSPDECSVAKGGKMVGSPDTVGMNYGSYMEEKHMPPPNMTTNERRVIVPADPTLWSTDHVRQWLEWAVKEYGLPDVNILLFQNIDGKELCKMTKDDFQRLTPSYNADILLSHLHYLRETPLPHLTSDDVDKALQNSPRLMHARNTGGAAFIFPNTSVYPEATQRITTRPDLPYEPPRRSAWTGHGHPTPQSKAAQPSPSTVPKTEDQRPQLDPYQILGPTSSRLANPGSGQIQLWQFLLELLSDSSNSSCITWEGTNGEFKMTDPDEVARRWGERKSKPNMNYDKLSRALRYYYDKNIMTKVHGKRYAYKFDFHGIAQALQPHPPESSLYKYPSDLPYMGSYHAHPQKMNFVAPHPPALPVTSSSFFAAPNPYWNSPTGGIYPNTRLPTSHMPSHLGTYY
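His-tagged ERG Ets domain (1 uM in the protein solution; 300mM KCl, 50mM Tris-HCl, 1mM EDTA, 1mM DTT, pH 7.5) received compound, then a probe mix of 5 nM fluorescein-DNA and 100nM Texas-615-DNA. Fluorescence polarization was read for both dyes.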
HP1b binding inh: HP1-beta chromodomain-methylated histone interaction inhibition. P83916. AlphaScreen HP1-beta / biotin-H3K9me3 peptide binding. Potency, µM (titrated, usually from 114 µM), for inactives: at the top dose activity change, negative = inhibition, actives largely listed as inhibitors. hit rate 0.56% among 390,000; also: nearly all actives have a fitted effect of over 70% in size; inactives centre near 23
Target sequence (P83916 whole entry, looked up): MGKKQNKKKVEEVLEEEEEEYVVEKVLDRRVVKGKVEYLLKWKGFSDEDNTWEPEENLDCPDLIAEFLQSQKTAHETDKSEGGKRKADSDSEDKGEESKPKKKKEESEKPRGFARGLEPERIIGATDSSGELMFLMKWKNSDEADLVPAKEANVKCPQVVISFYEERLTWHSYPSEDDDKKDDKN
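Compound inhibition of the preformed complex between 50 nM HP1-beta and 50 nM biotinylated H3K9me3 peptide was read by AlphaScreen. Buffer was PBS pH 7.4 with 0.01% Tween-20. Incubations ran 30 min at room temperature, with 10 ug/mL donor/acceptor beads.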
GLS inhibitor: inhibitors of human glutaminase (GLS). hit rate 0.21% among 410,000. Potency, µM (series often up to 45.5 µM), for inactives: at the top dose activity change, negative = inhibition, most hits filed as inhibitors. O94925. GLS enzymatic activity, qHTS titration. AID 624170; also: % is scaled to controls: 0 for no effect and ±100 for the full control effect
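Compounds were pin-transferred onto hKGA, after which L-glutamine (1 mM solution) and a detection mix of glutamate oxidase, HRP and Amplex Red were added. Initial and 30 min RT fluorescence reads were collected.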
Tb PGK inh: T. brucei PGK inhibition; hit rate 0.043% among 380,000; P07378; Potency, µM (series often up to 57.5 µM), for the others: at the highest dose activity change, negative = inhibition, usual class: inhibitors; AID 602233; PGK/GAPDH coupled, Kinase-Glo luminescence, 60 min; also: % is scaled to controls: 0 for no effect and ±100 for the full control effect; nearly all actives have a fitted effect of over 60% in size
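Recombinant glycosomal PGK reaction used 1,3-bisphosphoglycerate generated in-well by GAPDH (100nM final) in 100mM TEA pH 7.6, 5mM MgCl2, 0.01% Tween-20. After 60 minutes at room temperature, ATP was read by Kinase-Glo Plus luminescence end-point.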
RGS4 inhibitor: human RGS4 inhibition | Potency, µM (series often up to 114 µM), without a hit: at the top dose activity change, negative = inhibition, actives largely listed as inhibitors | hit rate 0.039% among 390,000 | P49798 | Transcreener GDP fluorescence polarization, RGS4-accelerated GTP hydrolysis; also: % is scaled to controls: 0 for no effect and ±100 for the full control effect; nearly all actives have a fitted effect of over 75% in size; some results filed as inactive show a strong effect at the top dose
Target sequence (P49798 whole entry, looked up): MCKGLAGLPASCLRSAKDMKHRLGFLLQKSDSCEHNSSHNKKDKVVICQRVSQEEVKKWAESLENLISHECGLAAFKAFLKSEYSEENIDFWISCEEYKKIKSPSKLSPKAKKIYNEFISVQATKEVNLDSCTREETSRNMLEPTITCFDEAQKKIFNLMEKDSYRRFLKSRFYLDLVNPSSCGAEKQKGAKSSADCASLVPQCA
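MLSMR compounds (23 nl, pin-transferred) preincubated 10 min at room temperature with a 500nM (2x) first reagent, then RGS4 at 900nM (2x) plus Transcreener GDP mix added; fluorescence polarization (620/688 nm) read before and after 90 min at 30 °C.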
JMJD2A Tudor inh: JMJD2A Tudor domain (human) inhibition. O75164. AlphaScreen JMJD2A-Tudor / H3K4me3 peptide binding. Potency, µM (series often up to 114 µM), for the others: top-dose activity change, negative = inhibition, most hits filed as inhibitors. hit rate 4.4% among 390,000; also: % is scaled to controls: 0 for no effect and ±100 for the full control effect; nearly all actives have a fitted effect of over 50% in size
rTrxR1 inhibitor: rat TrxR1 inhibition. hit rate 1% among 390,000. recombinant rTrxR1, NADPH fluorescence consumption, selenite substrate. Potency, µM (top dose mostly 114 µM), for inactives: at the top dose activity change, negative = inhibition, actives largely listed as inhibitors; also: % is scaled to controls: 0 for no effect and ±100 for the full control effect; nearly all actives have a fitted effect of over 65% in size
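Rat TrxR1 (90 nM in the dispensed reagent) was pre-reduced with 400 uM NADPH for 5 min at room temperature, then incubated with compound for 15 min. After 400 uM selenite was added, NADPH fluorescence (Ex 340/Em 450 nm) was followed for 8 min.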
Active calls of the source: *; i = inactive; ? = inconclusive; nt = no result given; [ ] = remark or other dose. Unless noted, calls follow the shape of the dose curve; as a rule, active = well fitted curve in the direction sought with a large enough effect; inconclusive = small, poorly fitted or top-dose-only effect, or another doubt; inactive = no such curve, though single readings can be large; an effect the other way counts as inactive or inconclusive. Potency is read from the fitted curve at half-maximal effect.

SMILES | Pin1 inh | ALOX12 inh | ERG Ets-DNA blk | HP1b binding inh | GLS inhibitor | Tb PGK inh | RGS4 inhibitor | JMJD2A Tudor inh | rTrxR1 inhibitor
COc1cccc(-c2cc3nc(-c4ccccc4)cc(N4CCCC(O)C4)n3n2)c1 (centres undefined) | 12% | -29% | 20% | 135%[activator] | 3% | nt | 1% | 31% | 318%[activator]
Clc1ccccc1Cn1c(/C=C/c2ccco2)nc2ccccc21 | 37%[activator] | ? | -5% | ? | -2% | -7% | ? | ? | 50µM*
c1ccc(CCNc2ncnc3nc[nH]c23)cc1 | -4% | 2% | -4% | 35% | 2% | -3% | -7% | -16% | 6%[57.1 µM]
O=S(=O)(c1cccc(Cl)c1)n1c(/C=C/c2ccccc2Cl)nc2ccccc21 | 2% | ? | 1% | 62%[activator] | -10% | ? | -4% | -16% | 20%[57.1 µM]
COCC1CCN(Cc2nc(-c3cccs3)no2)C1 (centres undefined) | -9% | ? | 0% | -11% | 6% | -5% | ? | -29% | -1%[57.1 µM]
O=C(NC1CCCc2ccccc21)c1cccc(S(=O)(=O)N2CCOCC2)c1 (centres undefined) | 2% | -10% | 6% | 17% | -15% | -5% | -10% | -17% | 5%[57.1 µM]
O=C(Nc1ccc(Br)cc1)c1cccc(N2C(=O)C3C4CCC(C4)C3C2=O)c1 (centres undefined) | -5% | -20% | -6% | -3% | 18% | i | -12% | -9%[57.1 µM] | -1%
N#CC(c1ccc(O)cc1)N1CCCCC1 (centres undefined) | 0% | -2% | -3% | 27% | -3% | -4% | 20% | -1% | 1%
Cc1ccc(C(=O)CCC(=O)OC(C)C(=O)NC2CCCCC2C)cc1 (centres undefined) | -13% | -8% | 13% | 23% | 1% | 3% | 34% | 3% | 9%
COc1cccc(-c2nnc(SCC(=O)Nc3ccc(S(N)(=O)=O)cc3)n2C)c1 | -5% | 0% | 2% | 5% | -23% | -13% | -17% | -34% | -11%
CC(C)N(C(=O)[C@H]1C[C@H](CC(=O)NC(C)(C)C)C(=O)N2CCc3c([nH]c4ccc(Cl)cc34)[C@]12C)C(C)C | -1% | -4% | 5% | 4% | -5% | -9% | -25% | ? | -15%
CCCCNC(=O)C1CCC(CNS(=O)(=O)c2cccc3nsnc23)CC1 (centres undefined) | 1% | 9% | 3% | 40%[activator] | -6% | i | 9% | -9% | 9%
COc1ccccc1OCCSc1nnnn1-c1ccc(C)cc1 | 3% | ? | 7% | 112%[activator] | -4% | i | 12% | 48%[activator] | 15%
C=CCn1c(SC(C)C(=O)Nc2ccc(Cl)cn2)nnc1C1CC1 (centres undefined) | 0% | 6% | -3% | 10% | 5% | 2% | -3% | -9% | 0%[57.1 µM]
COc1cc(/C(C)=N/Nc2ccc(C(=O)O)cc2)cc(OC)c1OC | -12% | 2% | -6% | 20% | 46%[activator] | -6% | -14% | -13% | ?

Records listed so far shown as hits in rTrxR1 inhibitor:
SMILES | Pin1 inh | ALOX12 inh | ERG Ets-DNA blk | HP1b binding inh | GLS inhibitor | Tb PGK inh | RGS4 inhibitor | JMJD2A Tudor inh | rTrxR1 inhibitor
Clc1ccccc1Cn1c(/C=C/c2ccco2)nc2ccccc21 | 37%[activator] | ? | -5% | ? | -2% | -7% | ? | ? | 50µM*

Only GLS inhibitor and JMJD2A Tudor inh, for 2 of the compounds above:
Compound	GLS inhibitor	JMJD2A Tudor inh
COc1cccc(-c2nnc(SCC(=O)Nc3ccc(S(N)(=O)=O)cc3)n2C)c1	-23%	-34%
c1ccc(CCNc2ncnc3nc[nH]c23)cc1	2%	-16%

The listing continues.
SMILES | Pin1 inh | ALOX12 inh | ERG Ets-DNA blk | HP1b binding inh | GLS inhibitor | Tb PGK inh | RGS4 inhibitor | JMJD2A Tudor inh | rTrxR1 inhibitor
O=S(=O)(NCc1cccs1)c1cccc2cccnc12 | 4% | 2% | 7% | 25% | 4% | -6% | 2% | -4% | -5%
Cc1cc(C)nc(/N=C(\NC(=O)C(C)(C)C)Nc2ccc(F)cc2)n1 | 4% | 10% | -4% | 27% | 4% | -1% | -8% | 3% | 0%[57.1 µM]
COc1ccc(C(=O)N/N=C(\C)CC(=O)Nc2ccccn2)cc1OC | -3% | 4% | -4% | -4% | -8% | 1% | 12% | -3% | 18%[57.1 µM]
O=S(=O)(c1cccc(F)c1)N1CCC(CO)(Cc2cccc(F)c2)CC1 | 1% | -4% | -5% | 7% | 4% | -7% | 0% | -26% | 3%[57.1 µM]
COCCNC(=O)c1ccc(-n2c(-c3ccccc3)cc3c2CCCCC3)cc1 | ? | -5% | 2% | 55%[activator] | ? | -14% | 0% | -13% | 7%
CCOC(=O)c1scc(-c2ccc(C)cc2)c1S(=O)(=O)Nc1ccc(OC)c(Cl)c1 | 12% | -24% | 2% | -6% | -4% | -4% | -30% | -22% | 20%[57.1 µM]
c1ccc2sc(NC3=NCN(C4CCCCCC4)CN3)nc2c1 | -1% | 1% | 2% | 23% | 5% | 2% | -10% | -10% | 9%
O=S(=O)(Nc1cccc(-c2cn3cccnc3n2)c1)c1ccc(Cl)cc1 | -1% | -27% | 4% | 21% | 3% | 1% | -9% | -13% | -20%
C[C@@H]1CN([C@H](C)CO)C(=O)c2cc(NC(=O)C3CCCCC3)ccc2O[C@@H]1CN(C)Cc1ccc(C(F)(F)F)cc1 | 2% | 0% | 9% | 18% | 5% | -4% | -2% | -30% | 4%
O=C(CSc1ccc2ccccc2n1)c1ccccc1 | 3% | 67%[activator] | -1% | 152%[activator] | 4% | -1% | 2% | 81%[activator] | 13%[57.1 µM]
COc1cccc2sc(NC(=O)c3ccc(S(=O)(=O)N4CCOCC4)cc3)nc12 | 4% | ? | nt | 24% | -8% | -7% | -18% | -24% | 10%
O=c1cc(CO)oc(CN2CCC(Cc3ccccc3)CC2)c1O | 15% | -1% | 0% | 31% | 19% | -9% | 4% | -4% | 24%[57.1 µM]
COc1ccc(C(=O)NC(C)CCc2ccccc2)cc1[N+](=O)[O-] (centres undefined) | 8% | -1% | 5% | 36% | -11% | -4% | -10% | -11% | -3%
COc1cc(/C=N/OCC(=O)Nc2cc(C)cc(C)c2)ccc1OCc1ccc(Cl)cc1 | 79%[activator] | -20% | -2% | 15% | 3% | -1% | 9% | -11% | -4%
Cc1ccc(Cl)cc1NC(=O)c1ccc(NC(=O)N2CCSc3ncccc32)cc1 | 6% | -27% | -1% | 0% | 2% | 2% | 18% | -18% | 31%
COc1ccc(C(=O)NCc2cccnc2)cc1C(=O)NCc1cccnc1 | 1% | 33% | -13% | 61%[activator] | 0% | 1% | 9%[56.9 µM] | 5% | 4%[57.1 µM]
COc1ccccc1OC(C)C(=O)Nc1ccc(S(=O)(=O)N2CCN(C)CC2)cc1 (centres undefined) | 2% | 11% | -2% | -8% | -7% | i | 15% | -12% | 17%
Cc1ccc2c(CNCc3cccs3)c(C(=O)O)n(Cc3ccc(F)cc3)c2c1 | ? | -27% | 4% | 6% | 23% | 7% | 8% | -35% | -1%
CCN(CC)S(=O)(=O)c1cccc(NC(=O)CNc2cccc(S(=O)(=O)N3CCCC3)c2)c1 | 3% | -6% | -6% | 6% | 9% | 10% | -2% | -14% | 4%
Cc1ccc(CSc2ncc(Cl)c(C(=O)Oc3ccccc3F)n2)cc1 | ? | -21% | -7% | 65%[activator] | -1% | -3% | -37% | 5% | 22%
O=C(CN1CCCCC1)N1CCCc2ccccc21 | -1% | ? | nt | ? | 6% | nt | 13% | 2.5µM* | 38%[activator]
COc1ccccc1NC(=O)CCSCCC(=O)Nc1ccccc1OC | 1% | -3% | 4% | 6% | -3% | -2% | -31% | -21% | -19%
Cc1ccc(NC(=O)CSc2nc3c(c(=O)[nH]2)CN(Cc2ccc4c(c2)OCO4)CC3)cc1C | 1% | ? | -2% | 48%[activator] | -5% | -10% | 3% | -2% | 17%
Cc1cc(Cn2nc(C(=O)NCc3cccs3)cc2-c2ccccc2)on1 | 1% | -13% | -15% | 49%[activator] | 3% | i | -17% | -4% | 14%[57.1 µM]
CC(=O)Nc1ccc(N=Nc2ccc(O)cc2)cc1 | 2% | ? | 11% | 11% | -15% | -10% | -14% | -33% | -9%

Record cards (already shown). Order of screens: Pin1 inh | ALOX12 inh | ERG Ets-DNA blk | HP1b binding inh | GLS inhibitor | Tb PGK inh | RGS4 inhibitor | JMJD2A Tudor inh | rTrxR1 inhibitor
Cc1ccc(NC(=O)CSc2nc3c(c(=O)[nH]2)CN(Cc2ccc4c(c2)OCO4)CC3)cc1C is listed as 1% | ? | -2% | 48%[activator] | -5% | -10% | 3% | -2% | 17%
CCN(CC)S(=O)(=O)c1cccc(NC(=O)CNc2cccc(S(=O)(=O)N3CCCC3)c2)c1 is listed as 3% | -6% | -6% | 6% | 9% | 10% | -2% | -14% | 4%
Cc1ccc2c(CNCc3cccs3)c(C(=O)O)n(Cc3ccc(F)cc3)c2c1 is listed as ? | -27% | 4% | 6% | 23% | 7% | 8% | -35% | -1%
Cc1ccc(CSc2ncc(Cl)c(C(=O)Oc3ccccc3F)n2)cc1 is listed as ? | -21% | -7% | 65%[activator] | -1% | -3% | -37% | 5% | 22%

This is a subset, so the mix of outcomes need not match the whole.
